# HDAC3 inh = human HDAC3 inhibition; O15379; recombinant HDAC3, fluorogenic peptide/trypsin coupled, fluorescence; inhibition, % at 8.3 µM; 320,000 compounds, 0.15% hits; AID 2718; in the data active = inhibition above about 26%, passing the limit was not always enough; inconclusive = no clear call, values can overlap the other calls
# Dyrk1A ADPGlo = Dyrk1A (rat) kinase inhibition. Q63470. ADP-Glo luminescence, NFATc1 peptide. inhibition, % at 12.5 µM. 310,000 compounds, 0.43% hits. AID 504441; in the data active = inhibition above about 50%;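 note: plate controls were vehicle with enzyme for no effect and no enzyme for full effect; many of its hits are not listed in these tables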
# HSP90 refold inh = HSP90 refolding inhibition in rabbit reticulocyte lysate | 290,000 compounds, 0.91% hits | inhibition, % at 5.6 µM | AID 1789 | luciferase refolding luminescence, 3 h;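 active = inhibition above the screen-wide mean plus 3 SD, computed separately per campaign, cut at about 16% in these data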;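 note: 0% = DMSO wells and 100% = 60 µM geldanamycin wells; inhibitors lower the luminescence because luciferase stays unfolded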
# GSK3B inh = human GSK3beta kinase inhibition | P49841 | 300,000 compounds, 0.038% hits | GST-GSK3beta kinase, ADP-Glo luminescence, 60 min; active compounds read low | activity score (negative = inhibition), % at 10 µM;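 active = more than half of replicate wells score below -50%, meaning over 50% inhibition versus plate controls; inconclusive = some replicates but at most half score below -50%; inactive = no replicate scores below -50%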;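 note: 0% = median DMSO wells and -100% = median GW8510 positive control wells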
# Target sequence (P49841 whole entry, looked up): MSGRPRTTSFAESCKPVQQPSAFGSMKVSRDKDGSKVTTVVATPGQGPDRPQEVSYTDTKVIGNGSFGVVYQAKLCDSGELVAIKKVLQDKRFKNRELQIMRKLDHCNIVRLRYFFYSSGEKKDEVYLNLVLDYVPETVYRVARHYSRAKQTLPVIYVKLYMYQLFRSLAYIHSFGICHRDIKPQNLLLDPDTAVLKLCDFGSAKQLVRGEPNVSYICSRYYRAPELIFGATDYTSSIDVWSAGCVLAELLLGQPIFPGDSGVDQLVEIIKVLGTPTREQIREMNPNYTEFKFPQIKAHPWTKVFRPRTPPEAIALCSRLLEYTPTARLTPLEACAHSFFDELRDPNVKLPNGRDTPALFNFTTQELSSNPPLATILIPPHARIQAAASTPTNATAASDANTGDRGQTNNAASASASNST
#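 Test system: GST-fused GSK3beta enzyme, cell-free | Quantity: 1.6 ng GST-GSK3beta enzyme per well | Reagent: 25 µM ATP with peptide substrate | Schedule: 60 min enzyme reaction, room temperature | Signal: Luminescent ADP-Glo measurement of ADP formed | Read-out basis: Score relative to plate controls | Control set: DMSO and 20 µM GW8510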
# GSK3A inh = blocks human GSK-3 alpha kinase; 320,000 compounds, 0.1% hits; AID 2650; inhibition, % at 10 µM; ADP-Glo luminescence, 60 min;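 in the data active = inhibition above about 50%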;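 note: GST-tagged GSK-3 alpha with peptide substrate and 25 µM ATP; 0% = DMSO neutral wells and 100% = GW8510 positive control wells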
# Target sequence (P49840 whole entry, looked up): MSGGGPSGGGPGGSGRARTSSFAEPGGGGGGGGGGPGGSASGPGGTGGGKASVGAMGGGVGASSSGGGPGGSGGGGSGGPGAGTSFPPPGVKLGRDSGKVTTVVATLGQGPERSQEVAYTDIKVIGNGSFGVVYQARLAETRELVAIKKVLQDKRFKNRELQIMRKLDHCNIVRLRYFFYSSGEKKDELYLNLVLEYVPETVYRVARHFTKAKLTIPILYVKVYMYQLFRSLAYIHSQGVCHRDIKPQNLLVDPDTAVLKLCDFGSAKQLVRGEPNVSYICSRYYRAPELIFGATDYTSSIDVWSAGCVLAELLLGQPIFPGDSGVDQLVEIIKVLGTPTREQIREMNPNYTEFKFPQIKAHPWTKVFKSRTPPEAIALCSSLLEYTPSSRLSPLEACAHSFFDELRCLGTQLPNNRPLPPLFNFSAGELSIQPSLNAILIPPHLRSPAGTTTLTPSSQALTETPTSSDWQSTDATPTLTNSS
# Platelet DG rel = platelet dense granule release activity | human platelet-rich plasma, SFLLRN dense granule ATP release, luminescence | inhibition, %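 (compounds screened at 7.5 µM in platelet-rich plasma)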 | 300,000 compounds, 0.22% hits | AID 1663;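 active = mean replicate score, as percent of positive control, at or above 50; inconclusive = mean below 50 but at least one replicate at or above 50; inactive = mean and every replicate below 50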
# HSF1 activator = increases HSF-1 driven luciferase reporter signal; AID 504408; 300,000 compounds, 1.7% hits; NIH3T3-HGL HSF-1 luciferase reporter, MG132, 8 h; 100% = twice DMSO control signal; activation, % at 9 µM;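 active = mean replicate activation of at least 50% with a set share of replicates each reaching 50%; inconclusive = only one of those two conditions met; inactive = mean below 50% and too few replicates reaching it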;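 note: 0% = median of the neutral control wells and 100% = twice that signal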
# HSF1 inh = HSF1 inhibition; NIH3T3-HGL HSE-luciferase, MG132-induced, luminescence 8 h; active compounds read low; activity change, negative = inhibition, % at 7.5 µM (by protocol); 300,000 compounds, 0.77% hits;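 active = more than half of replicate wells show activity change below -50%, luminescence cut by over half; inconclusive = some wells, but at most half, below -50%; inactive = no replicate well below -50%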;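 note: luciferase reports HSF-1 transcriptional activity via heat shock element; 0% = median of DMSO wells and -100% = zero luminescence signal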
# AI-2 QS mod = modulates the Vibrio harveyi AI-2 quorum sensing system; AID 2094; 300,000 compounds, 0.4% hits; activity change, % at 7.5 µM; Vibrio harveyi JMH597 AI-2 luminescence/OD600 ratio, 9 h; active compounds read low; strain lacks LuxN and CqsS sensors; 0 = neutral-control median; in the data active = activity change below about -75%, passing the limit was not always enough; inconclusive = no clear call, values can overlap the other calls;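 note: luminescence divided by OD600 gain over 9 h not by final OD600 alone; inactives centre near 13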
# PolyA inh = inhibitors of polyadenylation in S. cerevisiae. S. cerevisiae SKY197-pL101 polyadenylation reporter, beta-gal luminescence; efflux-impaired pdr1/pdr3 knockout yeast; score 100 = 6 SD above DMSO. calls only at 12 µM. 300,000 compounds, 0.02% hits;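 active = lowest replicate activity score at least 50, where 100 means six control SD above control mean; inconclusive = lowest score under 50 but half or more replicates reach 50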;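 note: yeast exposed to compound for 9 h at 30 °C; higher score means more reporter readthrough which indicates perturbed polyadenylation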
# Active calls of the source: *; i = inactive; ? = inconclusive; · = no result given.
# The first two records (preview)
SMILES,HDAC3 inh,Dyrk1A ADPGlo,HSP90 refold inh,GSK3B inh,GSK3A inh,Platelet DG rel,HSF1 activator,HSF1 inh,AI-2 QS mod,PolyA inh
Cc1ccccc1S(=O)(=O)Cc1ccc(C(=O)NC2CCC(C)CC2)o1 (stereo not drawn),-4,-7,-1,4,-1,1,15,-1,6,i
Cc1cc(C)n(CC(O)COc2ccc(F)cc2)n1 (stereo not drawn),1,1,6,4,-3,-1,21,12,13,i

# All compounds of this part, previewed entries included:
SMILES,HDAC3 inh,Dyrk1A ADPGlo,HSP90 refold inh,GSK3B inh,GSK3A inh,Platelet DG rel,HSF1 activator,HSF1 inh,AI-2 QS mod,PolyA inh
Cc1ccccc1S(=O)(=O)Cc1ccc(C(=O)NC2CCC(C)CC2)o1 (stereo not drawn),-4,-7,-1,4,-1,1,15,-1,6,i
Cc1cc(C)n(CC(O)COc2ccc(F)cc2)n1 (stereo not drawn),1,1,6,4,-3,-1,21,12,13,i
COc1ccc(OC)c(NC(=O)CSc2nncc3ccc(OC)c(OC)c23)c1,4,3,-4,2,0,2,1,0,1,i
CCn1c(SCC(=O)Nc2ccccc2C)nc2nc3c(cc2c1=O)COC(C)(C)C3,-5,8,0,-2,2,-1,-4,-5,10,i
Cc1ccc(S(=O)(=O)NCCOc2nc(N(C)C)nc(N3CCOCC3)n2)cc1,1,1,-1,0,-1,1,-9,-3,25,i
CCNCC(O)COCC(O)CNCC (stereo not drawn),9,-1,-3,1,-4,15,8,-9,11,i
C=CCNc1ncnc2c1ncn2C1OC(CO)C(O)C1O (stereo not drawn),2,-28,-2,2,-1,31,-7,-9,16,i
Cc1ccc(-c2nc(CS(=O)(=O)CC(=O)NC3CCCCC3C)c(C)o2)cc1 (stereo not drawn),-1,-1,1,2,1,-3,5,0,3,i
Cc1cc(C)cc(-n2c(SCC(=O)NCc3ccc4c(c3)OCO4)nc3ccccc3c2=O)c1,-2,-6,-3,2,-3,9,14,6,7,i
CCn1c(SCC(=O)Nc2ccc3c(c2)OCO3)nnc1-c1cnccn1,5,-7,0,-8,0,-5,-3,-9,-4,i
COc1cc(/C=C2\SC(=S)N(C(Cc3ccccc3)C(=O)O)C2=O)ccc1O (stereo not drawn),·,0,-3,5,-6,2,25,-4,41,i
CCOC(=O)N1CCN(CC(=O)Nc2cccc(Br)c2)CC1,10,1,3,-3,-5,-1,-14,-10,18,i
FC(F)(F)c1cccc(-c2noc(CN3CCOCC3)n2)c1,0,·,1,1,0,-3,7,-6,15,·
c1ccc(OCCOc2cccc3cccnc23)cc1,5,-6,-4,-1,-1,2,11,10,12,i
C/C(=N\NC(=O)c1ccc(=O)[nH]n1)c1cccnc1,-7,2,-4,4,-1,0,-8,-5,0,i
CCCc1ccc(O)c(N=Cc2cc(Br)cc(OCC)c2O)c1,11,-3,0,0,0,-8,-2,6,50,i
CN1CCN(c2ccc([N+](=O)[O-])cc2C(=O)c2ccccc2)CC1,7,4,4,-12,4,-12,-2,-6,4,i
Cc1ccc2cc(C)c(SCC#N)nc2c1,0,4,-3,-2,-7,-2,5,-1,7,i
Cc1cc(NC(=O)c2cc(-c3ccccc3Cl)nc3ccccc23)no1,0,4,0,-1,2,-32,-5,-2,11,i
Cc1ccc(Cl)cc1NC(=O)CC(O)(C(F)(F)F)C(F)(F)F,6,-7,-1,1,1,-4,8,5,52,i
O=S(=O)(c1ccccc1)c1cnc(-c2ccccc2)nc1N1CCCC1,3,2,0,-1,5,13,0,0,14,i
CCc1cc(C(=O)NNC(=S)Nc2cc(C)ccc2C)cs1,2,4,-3,-1,-2,6,9,11,20,i
COc1cccc(N(CC(=O)NC2CCCCC2)C(=O)CCC(=O)Nc2nc(C)cs2)c1,7,-1,0,-1,-3,-12,18,6,16,i
CC(NC(=O)CCNC(=O)c1ccco1)c1ccc(F)cc1 (stereo not drawn),-2,-1,9,2,-1,-11,28,-5,-13,i
C#CCSc1nnc(-c2ccc(C)cc2)o1,3,-7,4,-1,0,·,61*,37,12,i
CN1CCN(Cc2c(C#N)c3ccccc3n2C)CC1,9,-7,2,2,3,-3,5,-6,4,i
O=C(CN1C(=O)NC2(CCCCCC2)C1=O)NC1CCCCCCC1,-3,-2,1,2,-1,-5,15,-6,9,i
CC(=O)Nc1ccc(S(=O)(=O)Nc2cccc(-c3nc4ccccc4o3)c2)cc1,-1,2,3,0,0,-2,5,1,14,i
CCOC(=O)C1=C(O)/C(=C/c2ccc(OCC(=O)O)c(OCC)c2)SC1=Nc1ccc(C)cc1,7,-1,7,1,-2,5,-5,-3,-4,i
CC(C)NC(=O)c1ccc(-c2cc(C(F)(F)F)ccc2Cl)o1,-1,-1,1,-3,1,-5,-17,4,14,i
Cc1ccccc1C(C(=O)NC1CCCC1)N(C(=O)CNC(=O)c1ccco1)c1cccnc1 (stereo not drawn),-8,·,3,3,·,0,-9,-1,8,i
CC(NC(=O)C12CC3CC(CC(O)(C3)C1)C2)c1ccccc1 (stereo not drawn),8,-3,3,2,0,-8,-3,-10,17,i
CC(C)NC(=O)c1cc(=O)n(C)c(=O)n1C,-3,3,1,4,0,30,7,4,14,i
O=c1oc(-c2cccs2)nc2ccc(Cl)cc12,-2,0,1,-2,1,-2,24,0,19,i
CCc1ccc(/C=C2\SC(=S)N(CCC(=O)Nc3cc(C)on3)C2=O)cc1,-1,-5,4,2,·,-3,-10,-17,15,i
NC(=O)COC(=O)[C@@H]1CC(O)CN1S(=O)(=O)c1ccc2c(c1)OCCO2 (stereo partly drawn),·,-4,-5,4,2,-2,-4,-2,-4,i
O=C(c1cccc(C(F)(F)F)c1)C1CCCN(Cc2cccc(OCCO)c2)C1 (stereo not drawn),6,11,0,1,0,3,33,16,16,i
O=C(O)c1cccc(S(=O)(=O)Nc2ccc3c(c2)CCC3)c1,-1,-3,-1,4,-5,4,-8,-4,30,i
COc1ccc(S(=O)(=O)Nc2cc3c4c(c2)CCN4C(=O)CC3)cc1,7,-7,·,1,2,-1,13,-1,8,i
CCCCCC(=O)NNC(=O)c1c(O)c2ccccc2n(CC)c1=O,-1,-6,-6,-3,-3,-8,0,1,18,i
CCCCC(=O)Nc1ccccc1N1CCN(c2ccccc2)CC1,·,0,0,-1,1,6,9,3,3,i
O=C(Nc1ccc(Cl)cc1N1CCOCC1)C1CC1,·,1,0,1,-4,-7,3,10,11,i
COc1cc(NC(=O)C(=O)NCCN2CCNCC2)c(OC)cc1Cl,?,-2,-2,2,-5,-3,-11,-6,13,i
CCN(CC(=O)Nc1c(F)cccc1F)C(=O)c1ccc2c(c1)NC(=O)C(C)S2 (stereo not drawn),5,7,·,2,1,-4,3,2,15,i
COc1ccc(NC(=O)CSc2nnc(NC(C)=O)s2)c([N+](=O)[O-])c1,-4,2,1,2,-2,-2,15,-7,1,i
CCN(CC)C(=O)c1sc(NC(=O)c2ccoc2C)c(C(=O)OC)c1C,2,10,3,2,11,-2,-5,-6,4,i
Cc1ccc(C(=O)N/C(=C\c2cn(C)c3ccccc23)C(=O)NCCCn2ccnc2)cc1,-1,-3,-3,0,-1,3,16,6,22,i
CCCN1CCN(CC(=O)Nc2nnc(C)s2)CC1,1,·,-4,1,-3,13,-11,3,13,i
COc1ccc(CCNC(=O)C(=O)NCC2OCCN2S(=O)(=O)c2cc(F)ccc2F)cc1 (stereo not drawn),-4,0,3,-3,1,-3,-1,-3,4,i
O=C(Nc1ccncc1)c1cccc(F)c1,-5,1,2,-5,12,·,-13,-7,7,i
Cn1c(=O)cc(OCC(=O)N2CCCc3ccccc32)c2ccccc21,-12,-7,6,-2,0,-3,7,-7,28,i
COc1cccc(NC(=O)Cn2cnc3sc(C)c(S(=O)(=O)N4CCN(C)CC4)c3c2=O)c1,5,-4,-2,-2,0,1,4,-3,9,i
Cc1nc2ccc(NC(=O)c3ccc(Cl)c(NC(=O)c4cccs4)c3)cc2s1,-3,-3,3,1,-3,3,20,0,33,i
COc1ccc(Nc2c3ccccc3nc3ccccc23)cc1,17,5,-5,6,-3,-4,30,6,10,i
COc1cc(OC)cc(C(=O)NC(=S)Nc2nnn(C)n2)c1,-1,3,0,1,-3,-2,0,6,·,i
O=C(OC1CCCCC1=O)c1cc(Cl)ccc1[N+](=O)[O-] (stereo not drawn),5,8,0,2,1,7,3,-3,37,i
O=C(CSc1ncnc2c1cnn2Cc1ccccc1)Nc1ccc2c(c1)OCCO2,4,2,-1,4,-1,16,11,-4,9,i
CC(=O)Nc1ccc(S(=O)(=O)Nc2nc3ccccc3nc2N2CCCC2)cc1,0,3,-1,1,-2,1,1,-2,19,i
O=C(CNC(=O)c1ccccc1)Nc1ccsc1C(=O)O,-17,-4,0,3,-2,-1,-7,-8,4,i
Cc1oc(S(=O)(=O)N(C)C)cc1C(=O)Nc1ccc(F)cc1,-2,·,2,1,-1,-2,21,0,18,i
# Remaining list, next part
SMILES,HDAC3 inh,Dyrk1A ADPGlo,HSP90 refold inh,GSK3B inh,GSK3A inh,Platelet DG rel,HSF1 activator,HSF1 inh,AI-2 QS mod,PolyA inh
CC1CCc2c(sc(NC(=O)CCC(=O)O)c2C(=O)NC2CC2)C1 (stereo not drawn),3,-4,0,0,-1,-5,-9,-5,26,i
O=C(NCC(=O)N1CCN(c2ccccc2O)CC1)c1ccco1,2,0,-2,1,6,-11,-8,-5,16,i
COc1cccc(C2C(C#N)=C(N)Oc3c2oc(CO)cc3=O)c1 (stereo not drawn),-1,-3,1,0,-2,-5,·,·,21,i
CCOc1ccccc1NC(=O)Cc1c(F)cccc1Cl,5,0,3,0,-2,-31,8,2,14,i
COc1ccc2c(CC(=O)Nc3ccc(OC)c(S(=O)(=O)N4CCOCC4)c3)coc2c1,4,-2,-5,-1,-1,6,0,6,11,i
O=C(NC12CC3CC(CC(C3)C1)C2)c1c(Cl)cccc1Cl,1,-7,0,-2,-3,8,5,-5,-10,i
C=CCNc1nnc(Cc2ccc(C(C)C)cc2)c(=O)[nH]1,7,-4,-1,1,-1,7,26,5,31,i
Cc1ccsc1/C=C1\SC(N2CCOCC2)=NC1=O,4,22,-4,-1,7,7,9,9,26,i
CCC(C)[C@H](NC(=O)N1CCN(C)CC1)C(=O)OC (stereo partly drawn),9,-5,3,·,-1,·,·,·,·,·
COc1ccc(Br)cc1C(=O)Nc1cccc(C)c1,1,4,4,2,4,5,4,3,1,i
Cc1cc(=O)oc2cc(OCC(=O)OCC(=O)N(C)C3CCS(=O)(=O)C3)ccc12 (stereo not drawn),-11,1,-1,2,2,-2,-4,-4,28,i
COc1ccc2nc(N3CCCC(C(=O)NCCc4ccc(OC)c(OC)c4)C3)sc2c1 (stereo not drawn),4,-1,-1,-1,1,-3,12,12,13,i
CCc1noc(C)c1C(=O)N(C)CC(=O)Nc1ccccc1Br,-1,15,·,4,0,0,-19,-4,11,i
COc1ccccc1-c1cn[nH]c(=S)n1,-3,-1,-3,2,-1,-1,-3,-2,28,i

# A portion of the library; the hit share may differ from the screen's.
